Screening results (PubChem)
STK33 kinase inh = blocks human STK33 kinase activity | 320,000 compounds, 0.073% hits | inhibition, % at 10 µM | purified STK33, MBP phosphorylation, ADP-Glo luminescence;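 active = inhibition at or above 25%, using the most active replicate where run in duplicate; inactive = inhibition below 25%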
KCNQ2 inh = KCNQ2 channel blockers in CHO-K1 cells – cell-based, FluxOR thallium flux, B-score, primary screen (AID 2156) | O88943 | 20 min; stronger effect = lower value | B-score at 10 µM | 310,000 compounds, 1.1% hits;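 active = fluorescence ratio B-score at most minus 3 library SDs, with starting brightness B-score within 2 library SDs, cut at about -5.5 in these data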
Target sequence (O88943 whole entry, looked up): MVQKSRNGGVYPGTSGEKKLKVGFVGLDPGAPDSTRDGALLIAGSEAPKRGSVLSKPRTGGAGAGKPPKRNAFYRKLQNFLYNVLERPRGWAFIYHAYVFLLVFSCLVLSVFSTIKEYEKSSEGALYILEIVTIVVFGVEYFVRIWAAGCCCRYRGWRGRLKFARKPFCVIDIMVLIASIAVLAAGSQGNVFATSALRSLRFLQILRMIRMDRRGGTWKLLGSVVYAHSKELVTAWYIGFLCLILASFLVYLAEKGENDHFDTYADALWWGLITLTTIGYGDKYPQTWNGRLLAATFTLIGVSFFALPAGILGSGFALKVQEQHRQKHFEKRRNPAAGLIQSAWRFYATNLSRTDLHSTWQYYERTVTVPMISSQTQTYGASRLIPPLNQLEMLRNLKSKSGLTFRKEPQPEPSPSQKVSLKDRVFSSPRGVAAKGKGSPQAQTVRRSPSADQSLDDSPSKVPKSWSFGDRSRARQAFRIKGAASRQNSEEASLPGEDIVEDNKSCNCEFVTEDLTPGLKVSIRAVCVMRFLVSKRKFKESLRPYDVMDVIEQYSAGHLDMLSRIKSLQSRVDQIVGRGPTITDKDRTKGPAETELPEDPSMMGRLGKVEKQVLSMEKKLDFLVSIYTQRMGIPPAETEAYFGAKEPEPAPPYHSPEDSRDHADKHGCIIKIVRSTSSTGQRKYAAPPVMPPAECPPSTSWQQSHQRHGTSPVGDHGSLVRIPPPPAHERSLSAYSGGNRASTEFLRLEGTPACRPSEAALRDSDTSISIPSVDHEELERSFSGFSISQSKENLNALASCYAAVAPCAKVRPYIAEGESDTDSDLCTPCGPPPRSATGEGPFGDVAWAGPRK
OX1R FRET antag = OX1R (human) antagonism. O43613. OX1R-expressing cells, FRET antagonist read-out. inhibition, % at 6.6 µM. AID 485270. 330,000 compounds, 1.8% hits; in the data active = inhibition mostly above about 38%, no sharp cut-off; inactive = mostly below about 40%;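 note: 0% = agonist challenge alone and 100% = reference antagonist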
* = called active by the depositor; i = inactive; . = not tested or not shown.

Below each SMILES – STK33 kinase inh | KCNQ2 inh | OX1R FRET antag
> Cc1c(C(=O)N2CCN(c3cccc(Cl)c3)CC2)cccc1[N+](=O)[O-]
→ -0.7 | i | 13.7
> COc1ccc2cc(C(=O)N3CCCCCC3)sc(=O)c2c1OC
→ -0.5 | i | 22.8
> Cc1ccc(S(=O)(=O)CCC(=O)Nc2ccccc2Br)cc1
→ 0.8 | i | 0.8
> Fc1cccc(/C=N/Nc2ncnc3nc[nH]c23)c1
→ 0.3 | i | 15.9
> Cc1cc(C)n(-c2nc3ccccc3nc2N2CCN(C(=O)c3ccc(Cl)cc3)CC2)n1
→ -0.7 | -8.41* | 6.7
> Cc1cc(Cl)ccc1NC(=O)CCC(=O)N/N=C/c1cccnc1
→ -1.8 | i | .
> Cc1ccc(S(=O)(=O)Nc2ccc3c(c2)CCC3)cc1
→ . | i | 5.1
> O=C(CNC(=O)C1COc2ccccc2O1)N/N=C/c1ccc(O)cc1O (stereo not drawn)
→ 1.3 | i | 13.3
> O=c1c2ccccc2sn1-c1ccc(S(=O)(=O)N2CCCCC2)cc1
→ -2.8 | i | 0.9
> CCN(C(=O)CN1C(=O)/C(=C/c2ccccc2F)SC1=S)C1CCS(=O)(=O)C1 (stereo not drawn)
→ -1.7 | i | -5.7
> O=C(NC1CCCc2ccccc21)C1CCC(CNc2c(N3CCOCC3)c(=O)c2=O)CC1 (stereo not drawn)
→ -0.4 | . | -1.5
> CCOc1ccc(CNc2ncnc(N)n2)cc1
→ -1.0 | i | 6.6
> C/C(CC(=O)NC12CC3CC(CC(C3)C1)C2)=N\NC(=O)c1ccc(F)cc1
→ -0.7 | i | 12.4
> CCCOC(=O)c1ccc(OCC(O)CN2CCN(C(=O)c3ccccc3)CC2)cc1 (stereo not drawn)
→ 1.7 | i | 30.2
> Cc1nnc(Sc2c(N)n(C)c(=O)n(C)c2=O)s1
→ -0.3 | i | 8.2
> CC(C)(C)c1ccc(C(=O)NCC(=O)OCC(=O)c2ccc3c(c2)-c2ccccc2C3)cc1
→ -0.8 | i | 17.4
> Cc1ccc(-n2nc3c(=O)n(CCCC(=O)NCc4ccc(C)o4)nc(C)c3c2C)cc1
→ 0.0 | i | 9.7
> O=C(O)CSCc1nc2ccccc2s1
→ -2.2 | i | 13.3
> Cc1nn(CC(=O)NCCc2ccccc2)c(=O)c2cccn12
→ -0.4 | i | 4.8
> Cc1ccccc1CNC(=O)c1ccccc1C
→ -0.5 | i | 1.4
> CCOc1ccc(C(=O)NN2C(=S)NC(C)(C)C=C2C)cc1
→ 0.5 | i | 20.6
> Cn1c(Cn2cnc3ccccc32)nnc1SCc1ccccc1
→ 0.1 | i | 14.1
> COC(=O)c1c(C)[nH]c(C(=O)CN(C)CC(=O)Nc2cccc(F)c2)c1C
→ 0.0 | . | 5.2
> CC(=O)CC(C)(C)Nc1nc2cc([N+](=O)[O-])ccc2o1
→ -0.9 | i | 11.0
> CC(C)CC(=O)Nc1cccc2c1C(=O)N(c1ccccc1)C2=O
→ -0.1 | i | 21.9
> COc1ccc(CC(=O)N(C)CC(=O)Nc2c(C)cccc2C)cc1S(=O)(=O)N1CCOCC1
→ -1.1 | . | 15.8
> O=C(CCNC(=O)C1CCN(S(=O)(=O)c2ccc(F)cc2)CC1)NCc1ccccc1Cl
→ -0.5 | i | 14.3
> Cc1csc(NC(=O)CSc2nnc(Cc3cccn3C)n2CCc2ccccc2)n1
→ -0.5 | . | 15.9
> COc1cc(NS(=O)(=O)c2ccc(F)cc2)c(C(=O)O)cc1OC
→ -0.3 | i | 19.4
> CC(=O)Nc1ccc(NC(=O)CN(c2ccc([N+](=O)[O-])cc2)S(=O)(=O)c2ccccc2)cc1
→ -0.6 | i | 14.1
> CCC(NS(=O)(=O)c1cn(C)nc1C)c1ccccc1 (stereo not drawn)
→ -1.8 | i | -4.5
> COc1ccc(CNc2ncc(-c3ccccc3)n2C)c(OC)c1OC
→ -0.7 | i | 13.1
> CCCCCOc1ccc(N2C(=O)C3C4C=CC(C3C2=O)N(C)C4=O)cc1 (stereo not drawn)
→ 0.7 | i | 7.1
> CCOC(=O)c1c(-c2ccccc2)oc2ccc(OC)cc12
→ 0.5 | i | 17.9
> Cc1ccc(C(CNC(=O)Nc2ccccc2)N2CCN(C)CC2)cc1 (stereo not drawn)
→ -0.2 | i | 17.3
> COc1cccc(-c2c[nH]c(=O)[nH]c2=O)c1
→ 1.5 | i | 6.5
> COc1ccc(CN(C)C(=O)c2ccc(NS(=O)(=O)c3ccc(F)cc3)cc2)c(OC)c1OC
→ -2.4 | i | 13.3
> O=C(NCC1(N2CCCCC2)CCCCC1)c1ccc(NS(=O)(=O)c2ccc(F)cc2)cc1
→ -0.6 | i | 4.4
> O=C1N=C(N2CCCCC2)SC1=C1CCCC1
→ -1.7 | i | -1.9
> Cc1cc(NS(=O)(=O)c2ccc(CC(C)C)cc2)no1
→ -0.8 | i | 5.6
> Cc1cccc(-c2cc3nc(-c4ccccc4)cc(N4CCC5(CC4)OCCO5)n3n2)c1
→ -0.5 | -8.13* | 63.7*
> COc1ccc(CCNC(=O)c2sc3ccccc3c2Cl)cc1OC
→ 0.5 | i | 19.4
> CCc1nc2ccccc2n1Cc1ccccc1F
→ -0.5 | i | 23.4
> CCOC(=O)c1cc2c(=O)n3cccc(C)c3nc2n(CCCOC)c1=NC(=O)c1cccnc1
→ -1.2 | i | 41.9
> O=C(OCC(=O)N1CCN(C(=O)c2ccco2)CC1)c1sc2cc(F)ccc2c1Cl
→ -2.8 | i | 10.5
> Cc1ccc(S(=O)(=O)Cc2c(C)noc2C)cc1
→ 2.4 | i | 0.9
> CN1N=C(C(=O)N2CCN(c3ccc([N+](=O)[O-])cc3)CC2)CCC1=O
→ -1.9 | i | 45.0
> Cc1cc(OCC(=O)Nc2nnc(C3CC3)s2)ccc1[N+](=O)[O-]
→ 1.5 | i | 1.1
> NC(=O)c1ccsc1NC(=O)c1ccc(S(=O)(=O)N2CCCC2)cc1
→ 1.0 | i | 18.2
> Cc1cc(Br)cc(C)c1NC(=O)c1ccc(C#N)cc1F
→ -1.5 | i | 4.5

The list continues.
Below each SMILES – STK33 kinase inh | KCNQ2 inh | OX1R FRET antag
> CC(=O)N1CCN(c2ccc(Nc3nc(C)nc4c3oc3ccccc34)cc2)CC1
→ 2.0 | i | 13.5
> COc1cccc(Nc2nnc(SCC(=O)Nc3sccc3C(N)=O)s2)c1
→ 0.7 | i | 62.5
> COc1ccccc1CN1CCc2c([nH]c3ccccc23)C1
→ -0.2 | i | 13.5
> COc1cc(/C=N/NC(=O)C23CC4CC(CC(C4)C2)C3)cc(Br)c1O
→ -1.5 | i | 7.1
> O=C(NCCCN1CCCC1)c1ccc(CSCc2cccc(Cl)c2)o1
→ 0.6 | i | 7.9
> COc1ccc(C(=O)Nc2cc([N+](=O)[O-])ccc2N2CCN(C)CC2)cc1
→ 0.1 | i | 18.6
> O=C(NNC(=O)c1ccc(NC(=O)c2ccccc2)cc1)c1ccccc1
→ -1.8 | i | 12.3
> O=S(=O)(Nc1nccs1)c1cnc(Cl)c(Br)c1
→ -1.9 | i | 19.4
> CC(C)(C)C(=O)NNC(=O)c1cc2sccc2s1
→ -1.1 | i | 3.5
> COc1ccc(N2CCN(C(=O)[C@@H](NC(=O)c3ccccc3Cl)C(C)C)CC2)cc1
→ -0.7 | i | 24.6
> O=[N+]([O-])c1cn(Cc2ccc(Cl)cc2)cn1
→ -0.3 | i | 1.2
> COc1ccc(S(=O)(=O)N(C)CC(=O)Nc2ccc3c(c2)OCO3)cc1OC
→ 0.2 | i | 11.2
> O=C(NCCN1CCCCC1)/C(=N\O)c1ccccc1
→ -1.3 | . | 20.7
> CCCCCCc1ccc(OCC(=O)O)cc1OCC(=O)O
→ -1.8 | i | 9.4
> CCOC(=O)NC(=O)/C(C#N)=N/Nc1c(F)cccc1F
→ . | i | 8.1
> COc1cc2c(cc1OC)C(COc1ccc([N+](=O)[O-])cc1)NCC2 (stereo not drawn)
→ -1.0 | i | 7.5
> Cc1ccc(S(=O)(=O)N/N=C/c2cnn(C)c2C)cc1
→ -0.5 | i | 34.6
> COc1ccc(CCNC(=O)c2nn(C)cc2Cl)cc1
→ -0.4 | i | -1.8
> Cc1ccc(NC(=O)COCC(=O)Nc2ccc(C)cc2)cc1
→ 0.6 | i | -4.5
> Cc1cc(C(=O)COC(=O)C23CC4CC(CC(O)(C4)C2)C3)c(C)n1C
→ 0.4 | . | 4.1
> CSc1nc(Cl)c(Cc2ccc(OC(C)C)cc2)c(N(C)C)n1
→ -4.3 | -5.99* | 25.0
> O=C(c1ccco1)N1CCN(C(=O)C(Sc2ccccc2)c2ccccc2)CC1 (stereo not drawn)
→ -1.4 | i | 11.9
> CCCNC(=O)COc1ccc(-c2nn(C)c(=O)c3ccccc23)cc1
→ 0.1 | i | 4.7
> O=C(NCc1csc(-c2cccs2)n1)Nc1ccc(C(F)(F)F)cc1
→ -2.6 | i | 12.5
> O=C(CSc1nnc2n1CCCN2)c1ccccc1
→ -1.4 | i | 1.5
> C/C(N)=C(/C#N)C(=O)CSc1nnc(Nc2ccccc2C)s1
→ -18.0 | i | 20.6
> COC(=O)CCC(=O)OC1(C)C(=O)C=C2C=C(C3CC3)N(Cc3ccccc3)C=C2C1=O (stereo not drawn)
→ -0.5 | i | 75.8*
> CCOC(=O)C1CCCN(S(=O)(=O)c2ccc3ccccc3c2)C1 (stereo not drawn)
→ -0.2 | i | 21.4
> Cc1cc(NC(=O)COc2cccc([N+](=O)[O-])c2)no1
→ 4.9 | i | 27.8
> Cc1nn(Cc2ccccc2)c(N)c1C#N
→ -0.7 | i | 8.7

Sorted by length of the SMILES (descending): some entries from above.
Below each SMILES – STK33 kinase inh | KCNQ2 inh | OX1R FRET antag
> COC(=O)CCC(=O)OC1(C)C(=O)C=C2C=C(C3CC3)N(Cc3ccccc3)C=C2C1=O (stereo not drawn)
→ -0.5 | i | 75.8*
> O=C(c1ccco1)N1CCN(C(=O)C(Sc2ccccc2)c2ccccc2)CC1 (stereo not drawn)
→ -1.4 | i | 11.9
> Cc1cc(NC(=O)COc2cccc([N+](=O)[O-])c2)no1
→ 4.9 | i | 27.8

Later entries:
Below each SMILES – STK33 kinase inh | KCNQ2 inh | OX1R FRET antag
> COc1cc(NC(=S)NCc2cccnc2)cc(OC)c1
→ 0.1 | -7.41* | 10.1
> O=C(N/N=C/c1ccccn1)c1ccc(Cl)cc1
→ -1.3 | i | 21.6
> Cc1nc(N2CCOCC2)nc2c1CCC2
→ 0.1 | i | 13.7
> Cc1cnc(C(=O)Nc2ccc(N3CCOCC3)cc2)cn1
→ -0.9 | i | 13.1
> CCCn1c(SCC(=O)NC2CC2)nnc1-c1cccs1
→ -0.6 | i | 14.1
> O=C(Nc1ccc(F)cc1)c1ccc(S(=O)(=O)N2CCCC2)cc1
→ 0.4 | i | 6.3
> CCc1ccc(N2CC34C=CC(O3)C(C(=O)OC)C4C2=O)cc1 (stereo not drawn)
→ -1.1 | i | 5.9
> COc1ccc(NC(=O)C2CCC(CNc3c(N4CCC(C)CC4)c(=O)c3=O)CC2)cc1OC (stereo not drawn)
→ -0.7 | i | 14.1
> COc1ccc(CNC(=O)COc2ccc(S(=O)(=O)NC(C)C)cc2)cc1
→ 0.2 | i | 13.4
> CCCCC(=O)Nc1ccc(C(=O)NCCCn2ccnc2)cc1
→ -1.2 | i | 10.8
> O=C(Cc1c(F)cccc1Cl)Nc1nc2ccccc2s1
→ 4.7 | i | 21.9
> CC(C)NC(=O)NC(=O)COc1ncnc2sccc12
→ -0.4 | i | -0.3
> Fc1ccc2nc(N3CCCCC3)sc2c1
→ -2.9 | i | 33.6
> Cc1nn(CC(=O)OCCOc2ccc(Br)cc2)c(C)c1[N+](=O)[O-]
→ 0.1 | i | 7.5
> COc1ccc(S(=O)(=O)N2CCN(Cc3ccccc3[N+](=O)[O-])CC2)cc1
→ -0.7 | i | 7.3
> Cc1ccc(S(=O)(=O)Nc2ccc(NC(=O)CN3CCCCC3)cc2)cc1
→ 3.3 | i | 8.2
> COCCC1CCCCN1C(=O)c1ccc2nc(Cc3ccccc3F)oc2c1 (stereo not drawn)
→ 3.7 | i | 10.6
> N#C/C(=C(/O)COC(=O)Cc1c[nH]c2ccccc12)c1nc2ccccc2[nH]1
→ 1.5 | i | 17.1
> CC(=O)Oc1cc2c(cc1Cl)C1(CC(c3ccccc3Cl)O2)CC(C)(C)NC(=S)N1 (stereo not drawn)
→ -2.9 | i | 17.9
> Cc1ccc(S(=O)(=O)NCCC(=O)Nc2nccs2)cc1
→ 0.2 | i | 14.8
> O=C(NCC1CCCO1)/C(=C\c1ccco1)NC(=O)c1ccccc1 (stereo not drawn)
→ 1.2 | i | 24.9
> Cc1cc(C(F)F)n2nc(C(=O)Nc3sc4c(c3C#N)CCC4)nc2n1
→ -0.1 | i | 24.1
> CC1CCCN(C(=O)c2ccc3c(c2)OCO3)C1 (stereo not drawn)
→ 0.2 | i | 20.1
> CC1CCCC(C)N1c1nnc(N)s1 (stereo not drawn)
→ 1.5 | i | 2.5
> Cc1cccc(NC(=O)CN2CCN(C(=O)CNC(=O)Cc3cccc4ccccc34)CC2)c1C
→ -1.1 | . | 11.1
> COC(=O)c1cc(C)sc1NC(=O)c1cccnc1
→ 1.0 | i | 1.3
> CCCCn1c(-c2cc(Cl)ccc2OC)n[nH]c1=S
→ 8.2 | i | 17.6
> CC1Cc2ccccc2N1C(=O)CSc1nnc(-c2ccc(S(=O)(=O)N3CCOCC3)cc2)n1C (stereo not drawn)
→ 1.1 | i | 7.2
> CC1CCCN(CCCOc2ccc([N+](=O)[O-])cc2)C1 (stereo not drawn)
→ -0.3 | i | 14.8
> O=C(N/N=C/c1cccc2ccccc12)c1ccccc1Cl
→ 0.9 | i | .
> C=CCSc1nc2c(C(=O)OCC)nnn2c2ccccc12
→ 0.0 | i | .
